Screens (PubChem)
L3MBTL1 block: qHTS Assay for the Inhibitors of L3MBTL1; Lethal(3)malignant brain tumor-like protein 1 (Homo sapiens), Q9Y468; AlphaScreen L3MBTL1–H3K9me1 peptide binding; Potency, µM (doses to about 57.1 µM), for inactives: at the top dose activity, negative = inhibition, most hits filed as inhibitors; 0.66% of 230,000 active; AID 485360, 2010; note: potency is the fitted concentration of half-maximal effect; % is set by controls: 0 for no effect and ±100 for the full control effect; nearly all actives have a fitted effect of over 60% in size
Target sequence (Q9Y468 whole entry, looked up): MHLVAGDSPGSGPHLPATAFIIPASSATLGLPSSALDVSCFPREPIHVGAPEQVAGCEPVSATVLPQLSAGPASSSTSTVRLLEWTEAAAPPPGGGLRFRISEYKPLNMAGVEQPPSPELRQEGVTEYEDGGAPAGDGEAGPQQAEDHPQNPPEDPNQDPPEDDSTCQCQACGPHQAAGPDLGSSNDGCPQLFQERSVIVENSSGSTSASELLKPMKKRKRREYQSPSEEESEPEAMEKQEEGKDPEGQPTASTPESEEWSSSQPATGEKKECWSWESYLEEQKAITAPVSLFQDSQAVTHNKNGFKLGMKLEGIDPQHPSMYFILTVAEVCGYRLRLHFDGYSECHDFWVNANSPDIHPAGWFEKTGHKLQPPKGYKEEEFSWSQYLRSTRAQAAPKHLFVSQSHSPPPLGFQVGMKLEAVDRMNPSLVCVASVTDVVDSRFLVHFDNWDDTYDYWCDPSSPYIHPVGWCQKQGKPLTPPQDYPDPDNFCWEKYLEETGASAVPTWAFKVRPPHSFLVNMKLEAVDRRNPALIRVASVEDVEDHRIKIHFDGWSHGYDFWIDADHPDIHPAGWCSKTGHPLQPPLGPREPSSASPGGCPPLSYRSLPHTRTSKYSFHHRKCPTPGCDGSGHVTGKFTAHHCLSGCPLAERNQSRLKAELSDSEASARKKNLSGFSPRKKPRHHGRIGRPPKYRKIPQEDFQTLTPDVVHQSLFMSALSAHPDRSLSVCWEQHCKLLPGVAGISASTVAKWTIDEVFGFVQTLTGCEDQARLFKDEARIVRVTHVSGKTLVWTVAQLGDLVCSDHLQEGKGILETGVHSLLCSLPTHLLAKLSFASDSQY
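AlphaScreen assay: L3MBTL1 (50 nM final) was preincubated 30 min at room temperature with biotinylated H3(1-15)K9me1 peptide (75 nM final), then 30 min with library compounds; streptavidin donor and nickel chelate acceptor beads (10 ug/mL final) added, 30 min dark.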
CBFb-RUNX1 inh: qHTS Assay for Compounds Blocking the Interaction Between CBF-beta and RUNX1 for the Treatment of Acute Myeloid Leukemia. AID 1477, 2009. Potency, µM (titrated, usually from 59.8 µM), without a hit: at the highest dose activity, negative = inhibition, most hits filed as inhibitors. AlphaScreen CBFb-His/RUNX1-biotin binding, biochemical. 230,000 tested, under 10 active. Runt-related transcription factor 1 (Homo sapiens) + Core-binding factor subunit beta …; note: % of control where 0% means no effect
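Inhibition was taken as any reduction in AlphaScreen signal from the CBF-beta–RUNX1 pair (His and biotin tags, 30 nM each), measured after compound (15 min) and bead (90 min) incubations at room temperature.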
KinaseGlo FLuc: Counterscreen for Luciferase (Kinase-Glo TM) Inhibition; AID 1379, 2008; 0.28% of 200,000 active; Luciferin 4-monooxygenase (Photuris pensylvanica), Q27757; Kinase-Glo luciferase, ATP luminescence, 8 min; Potency, µM (series often up to 38.3 µM), without a hit: at the top dose activity change, negative = inhibition, hits mostly inhibitors; note: potency is the fitted concentration of half-maximal effect; % is set by controls: 0 for no effect and ±100 for the full control effect; nearly all actives have a fitted effect of over 60% in size
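Compound is pinned into ATP-containing buffer (10 uM ATP, imidazole pH 7.2, 7 mM MgCl2). Kinase-Glo luciferase reagent is then added. Light output is recorded following an 8-min room-temperature incubation.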
Epigenetic derep: Quantitative High-Throughput Screen for Regulators of Epigenetic Control. murine LDR cells, GFP reporter derepression, 30 h. Potency, µM (top dose mostly 53.9 µM), inactives show at the top dose GFP activation, hits mostly activators. 0.2% of 280,000 active. AID 1865, 2009; note: potency is the fitted concentration of half-maximal effect; % of control where 0% means no effect; nearly all actives have a fitted effect of over 60% in size
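GFP-positive cell count by laser-scanning cytometry (objects 20–120 um) after 30 h, 37 C compound exposure of murine LDR cells; reporter is CMV-GFP integrated at a silenced locus, inducible by HDAC or DNMT inhibitors.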
IMPase Li inh: qHTS Assay for Identifying the Cell-Membrane Permeable IMPase Inhibitors: Potentiation with Lithium. 0.35% of 210,000 active. CHO-M1 cells, IP1 TR-FRET (IP-One), carbachol + lithium. AID 1457, 2008. Potency, µM (series often up to 59.4 µM), inactives show top-dose activity, negative = IMPase inhibition, most hits filed as inhibitors;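 note: IP1 builds up when IMPase is blocked and the TR-FRET signal falls; potency is the fitted concentration of half-maximal effect; plate controls were basal vehicle for no effect and high inhibitor control for full effect; nearly all actives have a fitted effect of over 50% in size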
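CHO cells stably expressing M1 receptor (2000/well, cultured 16–30 h) treated 30 min at 37C with compound plus low lithium. Cytosolic IP1 by TR-FRET (665/620 ratio and 620 channel) after 10 min lysis; AC50 by Hill fit.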
HTT aggregate: qHTS Multiplex Assay to Identify Dual Action Probes in a Cell Model of Huntington: Aggregate Formation (GFP); 1.1% of 220,000 active; PC12 HttQ103-GFP aggregates, Acumen cytometry, 40 h; AID 1688, 2009; Potency, µM (highest dose often 46.1 µM), for inactives: at the top dose activity change, negative = inhibition, usual class: inhibitors; note: potency is the fitted concentration of half-maximal effect; % is set by controls: 0 for no effect and ±100 for the full control effect; nearly all actives have a fitted effect of over 60% in size
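Multiplexed with ATP-based cell death, this channel scores GFP aggregates in PC12 cells expressing inducible HTTex1-Q103-GFP. Induction used 100 nM tebufenozide; compounds were tested in concentration series.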
NPSR antagonist: qHTS Assay for Antagonists of the Neuropeptide S Receptor: cAMP Signal Transduction; CHO-NPSR cells, cAMP TR-FRET, antagonist mode; Potency, µM (doses to about 38.3 µM), for the others: at the highest dose activity change, negative = inhibition, hits mostly inhibitors; 1% of 220,000 active; AID 1461, 2008; note: potency is the fitted concentration of half-maximal effect; % is set by controls: 0 for no effect and ±100 for the full control effect; nearly all actives have a fitted effect of over 50% in size; many of its hits are not listed in these tables
* hit, by the source's call; ? = inconclusive; . = no result given; [ ] = remark or other dose. Calls come from the whole dose curve; as a rule, active = well fitted curve in the direction sought with a large enough effect; inconclusive = small, poorly fitted or top-dose-only effect, or another doubt; inactive = no such curve, though single readings can be large; an effect the other way counts as inactive or inconclusive. The list is partial (hit frequency here may not be typical).

SMILES	L3MBTL1 block	CBFb-RUNX1 inh	KinaseGlo FLuc	Epigenetic derep	IMPase Li inh	HTT aggregate	NPSR antagonist
CC(C)CN(C(=O)CSc1nncs1)c1c(N)n(CC(C)C)c(=O)[nH]c1=O	.	0.9%	1.1%	1.5%	-11.2%[38.3 µM]	-0.5%[9.22 µM]	-10.3%[46.1 µM]
O=C1C2C3C=CC(CC3)C2C(=O)N1c1ccccc1[N+](=O)[O-] (configuration not stated)	.	-3.0%	-4.1%	6.0%	-5.7%	-9.7%	13.2%
Cc1nc(CC(=O)O)c(-c2ccccc2)s1	.	8.8%	1.9%	1.1%	10.1%[38.3 µM]	-3.8%	-4.5%[46.1 µM]
CCc1ccc(NC(=O)c2noc3c2CCCCC3)cc1	0.8%	12.1%	7.9%	0.8%	2.0%[38.3 µM]	-0.8%	-4.5%[46.1 µM]
Cn1c(=O)c([N+](=O)[O-])c(NCCc2ccccc2)c2ccccc21	-14.9%	-9.8%	-3.0%	0.0%	1.9%	-7.1%	4.8%
O=C(NNc1nc(-c2ccc(F)cc2)cs1)c1ccccc1	.	-21.3%	7.5%	4.5%	-2.1%	?	-7.2%
Cc1ccc(-c2nn3c(=O)c(C)nnc3s2)cc1	6.1%	7.6%	-2.2%	-5.7%	-4.8%	-2.1%	-5.3%[46.1 µM]
CN(CC#CC1(O)c2ccccc2-c2ccccc21)Cc1ccccc1	6.8%	-7.5%	0.4%	2.2%	-0.3%	25.2%	13.2%
Cn1cccc1Cc1nnc(SCC(=O)Nc2ccc(F)cc2)n1CCc1ccccc1	-17.5%	-18.1%	4.3%	-1.0%	6.1%	35.3%	-28.3%
COC(=O)NC1CCC(NC(=O)OC)CC1 (configuration not stated)	5.4%	-7.5%	2.6%	-0.9%	2.9%	18.4%	14.1%
CCOc1cc(C(=O)NC)cc(Br)c1OCc1ccccc1	.	3.5%	-1.8%	-5.5%	2.8%	5.3%	-28.9%
Cc1cc(N/N=C/c2ccc(O)cc2O)nc(-n2nc(C)cc2C)n1	-1.0%	12.2%	1.4%	6.3%	25.6%	?	-5.0%
COC(=O)N1[C@H]2CC[C@@]3(C)C=C(C)O[C@]1(C)C3c1ccccc12	.	-3.9%	-0.3%	-1.1%	3.0%	.	.
COc1ccc(Cn2nnnc2CN2CCc3ccccc3C2)cc1	.	1.3%	9.0%	-0.3%	0.3%[38.3 µM]	-11.4%[9.22 µM]	-8.7%[46.1 µM]
COc1ccc2c(c1)c1ncn(CCN3CCNCC3)c(=O)c1n2C	.	2.9%	-4.0%	1.6%	19.7%[38.3 µM]	5.0%	9.1%[46.1 µM]
O=C1c2cccc3cccc(c23)N1Cc1ccc(F)cc1	213.9%[activator]	-7.4%	0.2%	1.9%	-16.0%	19.5%	-17.8%
Cc1noc(NS(=O)(=O)c2ccc(N/C=C\C(=O)c3ccncc3)cc2)c1C	.	-9.1%	14.0%	-2.6%	-7.4%[38.3 µM]	-3.0%	11.4%[46.1 µM]
CCc1nnc(NS(=O)(=O)c2ccc(N=CC3=C(O)CC(C)(C)CC3=O)cc2)s1	.	-2.9%	.	0.0%	-9.1%	-5.5%	33.5%
CCCCNC(=O)CCC(=O)Nc1ccc2nc(N3CCOCC3)cc(C)c2c1	6.9%	-0.8%	4.7%	-1.4%	-13.9%[38.3 µM]	-5.7%	-8.0%[46.1 µM]
CCOC(=O)N1CCN(C(=O)Nc2ccc3nc(-c4ccccn4)c(-c4ccccn4)nc3c2)CC1	10.2%[11.4 µM]	10.6%	1.4%	0.0%	-8.8%[38.3 µM]	1.4%	3.4%[46.1 µM]
S=c1[nH]nc(Cc2ccccc2)n1-c1cccc2ccccc12	-8.6%	-1.2%	3.8%	-2.1%	-5.5%	-2.0%	-22.2%
CCOc1ccc(C2C(C(=O)c3ccco3)=C(O)C(=O)N2CCN(C)C)cc1 (configuration not stated)	.	-0.6%	-1.5%	0.1%	14.2%[38.3 µM]	8.8%	7.7%[46.1 µM]
Cc1ccc(Cl)cc1N1CCN(C(=O)Cc2ccc(-n3c(=O)[nH]c4ccsc4c3=O)cc2)CC1	-1.1%	?	-0.7%	-0.1%	0.3%	-19.8%	-32.5%
COCC(C)NC(=O)c1ccccc1OC(C)=O (configuration not stated)	3.9%[11.4 µM]	4.4%	3.6%	-2.1%	18.2%[38.3 µM]	12.1%	-2.5%[46.1 µM]
Cc1ccc(-c2nnc(-c3ccc(NC(=O)c4cccs4)cc3)o2)cc1	1.1%	7.4%	-3.3%	1.2%	5.3%[38.3 µM]	-8.9%	-9.2%[46.1 µM]
CCn1c(SCC(=O)c2ccccc2)nnc1-c1cc2cc(Br)ccc2o1	-2.9%	4.7%	-4.9%	-0.7%	-3.8%[38.3 µM]	-31.6%	-21.4%[46.1 µM]
c1ccc(Nc2ncnc3sc4c(c23)CCC4)cc1	-4.5%	18.4%	3.7%	0.0%	10.1%[38.3 µM]	-16.4%	-18.8%[46.1 µM]
COc1cccc(NC(=O)c2ccncc2)c1	1.9%	7.8%	4.5%	1.4%	3.3%[38.3 µM]	-4.2%	8.1%[46.1 µM]
Cc1oc(-c2ccccc2)nc1C(=O)O	15.1%	-9.1%	-1.9%	1.1%	-14.3%	-11.1%[9.22 µM]	3.3%
COc1ccc(C(C)C)cc1S(=O)(=O)N1CCN(c2ccccc2)CC1	-6.2%	5.0%	-1.7%	2.3%	5.7%	-22.5%[9.22 µM]	?
CSc1ccccc1C(=O)NCC(c1ccco1)N1CCCCC1 (configuration not stated)	-1.6%	21.0%	3.2%	-3.5%	24.9%	6.8%	5.4%
O=C(O)Cn1cc2c(n1)CCCC2	10.8%	7.5%	0.5%	-1.1%	5.2%[38.3 µM]	?	-9.8%[46.1 µM]
Clc1ccc(-n2ncc3c(NCCCn4ccnc4)ncnc32)cc1	.	6.0%	-0.3%	0.0%	20.5%[38.3 µM]	4.3%	-16.2%[46.1 µM]
COc1ccc(C2/C(=C(\O)c3ccc4c(c3)OCCO4)C(=O)C(=O)N2Cc2ccco2)c(OC)c1 (configuration not stated)	-15.5%	-9.2%	1.3%	-0.8%	-20.0%	12.9%	8.9%[46.1 µM]
CC(C)CC(=O)N1CCN(CC2CC=CCC2)CC1 (configuration not stated)	5.9%	2.5%	0.8%	-1.1%	-6.4%	0.2%	-1.2%[46.1 µM]
COc1ccc(C(=O)CSc2nccc(=O)[nH]2)cc1	1.7%	-9.1%	-4.1%	-0.7%	-1.6%[38.3 µM]	10.7%	5.3%[46.1 µM]
Cn1c2c(c(=O)n(C)c1=O)C(c1ccccc1OC(F)F)C1=C(CCCC1=O)N2 (configuration not stated)	-2.1%	6.0%	.	-1.0%	.	-0.2%	-27.3%[46.1 µM]
O=C(NCc1ccccc1)N1CCC(n2cnc3cc(F)ccc32)CC1	2.6%	-1.5%	3.3%	-4.4%	6.3%[38.3 µM]	7.8%	-15.8%[46.1 µM]
CCCN1C(=O)/C(=C\C=C2\N(CC)c3ccccc3C2(C)C)SC1=S	?	-5.0%	-14.6%	-5.8%	0.8%	-13.9%[9.22 µM]	?
COc1ccc2oc(=O)c(C(=O)N3CCN(c4ccccc4C)CC3)cc2c1	-10.2%	-0.8%	-3.1%	-1.9%	15.3%[38.3 µM]	-3.6%	-23.4%[46.1 µM]
COc1ccc(NS(=O)(=O)c2ccc(SC)cc2)cc1	0.3%	3.5%	1.3%	-3.2%	14.7%[38.3 µM]	-24.6%	-9.0%[46.1 µM]
O=C(CO/N=C/c1ccc(OC(F)F)cc1)NC1CCCC1	2.0%[11.4 µM]	5.5%	1.1%	0.1%	4.1%	-10.5%	-0.2%
COC(=O)c1ccc(OCC(=O)c2ccccc2)cc1	.	4.9%	-11.6%	1.1%	12.8%[38.3 µM]	0.5%	-1.0%[46.1 µM]
CS(=O)(=O)N(CC(=O)N1CCc2ccccc2C1)Cc1ccccc1	.	2.1%	0.9%	-1.0%	19.8%[38.3 µM]	-10.5%	-8.8%[46.1 µM]
COCCN=c1scc(C)n1/N=C/C1CC2C=CC1C2 (configuration not stated)	-4.7%	5.1%	0.8%	-10.2%	14.9%	5.2%	-14.7%
Cc1cc(Nc2ccc(C)c(C)c2)n2nc(C)nc2n1	7.3%	2.3%	-0.3%	0.0%	-0.2%[38.3 µM]	15.6%	-2.7%[46.1 µM]
